Bioassay records (PubChem BioAssay)
ARFGAP1 inhibitor: rat ARFGAP1 inhibition; Q62848; inhibition, % at 16.5 µM; Arfgap1-stimulated ARF1 GTP hydrolysis, GDP FP detection; 0.26% of 360,000 active;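 active = inhibition above a per-plate limit, mean inhibition of low control wells plus 3 SD, cut at about 25% in these data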;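 also: 0% = DMSO wells with enzyme and 100% = wells lacking Arfgap1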
Target sequence (Q62848 1-136 limits assumed): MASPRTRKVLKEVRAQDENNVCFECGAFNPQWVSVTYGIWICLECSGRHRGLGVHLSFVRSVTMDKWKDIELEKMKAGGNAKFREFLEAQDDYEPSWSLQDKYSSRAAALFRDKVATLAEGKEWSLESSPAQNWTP
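Replicates: Single well per compound | Assay system: Truncated rat Arfgap1 GAP domain | Control set: No-Arfgap1 wells (100%) versus DMSO full-reaction wells (0%) | Times: Enzyme reaction 120 min at 25 °C after 20 min preincubation | Reagent: Human ARF1(Δ1-17)-GTP substrate | Measured by: Tracer-displacement fluorescence polarization with EDTA stop, 620/688 nm | Measure: Percent inhibition of Arfgap1-stimulated GTP hydrolysis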
Tn7 DDE FP: DD(E)-Tn7 binding inhibition, primary FP screen | P02675 | FP displacement of FITC-Tn7 peptide from fibrin DD(E); 0% = median of compound wells per plate | inhibition, % at 8.3 µM | 0.13% of 370,000 active;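 active = inhibition above the mean of compounds falling within the control limits plus 3 SD of them, cut at about 14% in these data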;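 also: 0% = plate median of compound wells and 100% = 10 µM Aha-Tn7 peptide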
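Test system: human clot-derived fibrin DD(E) complex / Quantity: 2 µM final DD(E) protein / Incubation: 10 min plus 3 h, room temperature / Measured by: fluorescence polarization / Benchmarks: high control of 10 µM Aha-Tn7 peptide / Replicates: singlicate testing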
NR1D1 modulator: Rev-erb alpha (human) modulation; P20393; Rev-erbα–FITC-DNA binding, fluorescence polarization, 90 min; activity, % at 10 µM; 0.79% of 370,000 active; AID 1259318;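 active = activity above about 14%, limit read from the data; passing the limit was not always enough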;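 also: 0% = DMSO wells with 35 nM protein and 100% = DMSO wells with 750 nM protein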
HGIII-sPLA2 inh: Inhibits HGIII-sPLA2 liposome hydrolysis, primary screen | inhibition, % at 12.2 µM | 0.56% of 370,000 active | Q9NZ20 | QFRET BODIPY PC-A2 liposome hydrolysis, fluorescence;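 active = inhibition above mean plus 3 SD of compounds lying within the high and low control bounds, cut at about 19% in these data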;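 also: 0% = median of test compound wells and 100% = no enzyme DMSO wells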
proKLK7 act: activates the human kallikrein-7 zymogen; P49862; purified proKLK7, EDANS-DABCYL substrate fluorescence; 100% is mature enzyme control, 0% vehicle; activation, % at 7 µM; 0.9% of 370,000 active;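 active = activation above the mean of all tested compounds plus 3 SD, computed per campaign excluding outliers beyond control limits, cut at about 13% in these data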
Target sequence (P49862 whole entry, looked up): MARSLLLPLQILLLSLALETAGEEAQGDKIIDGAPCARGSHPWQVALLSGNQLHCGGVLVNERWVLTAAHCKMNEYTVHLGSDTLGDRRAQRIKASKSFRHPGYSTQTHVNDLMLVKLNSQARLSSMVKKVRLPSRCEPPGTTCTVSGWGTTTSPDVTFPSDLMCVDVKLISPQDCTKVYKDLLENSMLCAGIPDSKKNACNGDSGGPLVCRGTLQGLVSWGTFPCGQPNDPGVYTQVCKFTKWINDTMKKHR
PLCb3 inh: blocks human PLC-beta3 enzyme activity; 0.18% of 370,000 active; AID 720704; inhibition, % at 12.2 µM; Q01970; Purified PLC-beta3, fluorogenic substrate, fluorescence; in the data active = inhibition above about 11%;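 also: 0% = median of compound wells on plate and 100% = full blocker control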
ASAP1 GAP inh: inhibitors of human ASAP1 ArfGAP activity | AID 624377 | Q9ULH1 | inhibition, % at 16.5 µM | ASAP1-stimulated ARF1 GTP hydrolysis, GDP FP detection | 0.19% of 360,000 active; in the data active = inhibition above about 25%;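 also: 0% = vehicle with enzyme and substrate and 100% = no enzyme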
Target sequence (Q9ULH1 325-724 limits assumed): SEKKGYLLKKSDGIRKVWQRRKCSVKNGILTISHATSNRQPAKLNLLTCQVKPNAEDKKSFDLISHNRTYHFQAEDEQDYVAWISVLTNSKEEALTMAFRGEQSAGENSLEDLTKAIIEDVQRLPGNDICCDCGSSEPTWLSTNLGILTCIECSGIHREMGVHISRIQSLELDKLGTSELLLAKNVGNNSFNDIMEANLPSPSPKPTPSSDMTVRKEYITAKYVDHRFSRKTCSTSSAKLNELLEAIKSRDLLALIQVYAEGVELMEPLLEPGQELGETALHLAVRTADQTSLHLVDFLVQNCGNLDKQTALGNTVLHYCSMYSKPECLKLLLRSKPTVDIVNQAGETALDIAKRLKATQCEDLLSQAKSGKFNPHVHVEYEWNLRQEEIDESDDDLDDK
Tn6 DDE FP: inhibitors of Tn6 peptide binding to human fibrin DD(E) | 0.21% of 370,000 active | inhibition, % at 8.3 µM | AID 720509 | Fibrin DD(E) TRITC-Tn6 fluorescence polarization displacement | P02675;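 active = inhibition above a per-campaign cutoff: mean of compounds within control limits plus 3 SD, cut at about 15% in these data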;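 also: 0% = median of all compound wells on the plate and 100% = blocking peptide control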
PLCg1 inh: PLC-gamma1 (human) inhibition, primary screen. inhibition, % at 12.2 µM. P19174. purified PLC-gamma1, fluorogenic substrate, fluorescence. 0.84% of 370,000 active; in the data active = inhibition above about 9.5%
UHRF1 MBD2 ctr: blocks human UHRF1 binding to methylated DNA; Q96T88; UHRF1 binding to methylated oligo, TR-FRET; inhibition, % at 4.4 µM; 0.75% of 370,000 active; in the data active = inhibition above about 21%;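 also: UHRF1 SRA domain binding a hemimethylated CpG hairpin DNA probe; 0% = median of test compound wells and 100% = reference inhibitor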
Numbers without * were called inactive; i = inactive.

#	SMILES	Tn7 DDE FP	Tn6 DDE FP	PLCb3 inh	PLCg1 inh	ASAP1 GAP inh	proKLK7 act	ARFGAP1 inhibitor	HGIII-sPLA2 inh	NR1D1 modulator	UHRF1 MBD2 ctr
1	CCCN1CCC(NC(=O)Nc2ccc([N+](=O)[O-])cc2)CC1	4.3	2.0	2.8	2.8	-8.0	0.4	-3.2	-1.2	-0.1	4.1
2	O=C(N/N=C/c1ccncc1)c1cccc(S(=O)(=O)N2CCCC2)c1	6.4	-2.8	-8.7	3.8	2.1	-0.7	5.7	11.8	-4.2	-2.0
3	CCCc1[nH]n(-c2ccc(F)cc2)c(=O)c1C=Nc1cccc(F)c1	6.8	-2.6	-2.7	-1.3	-0.8	0.6	22.7	13.4	0.3	-7.1
4	Brc1ccc(-c2csc(N/N=C/c3ccc4c(c3)OCO4)n2)cc1	0.7	-2.4	-6.0	-9.5	3.7	-2.7	0.2	8.8	3.8	-0.6
5	COC(=O)c1oc2c(c1C)C(=O)CC(C)(C)C2	-1.8	-3.7	1.2	-0.7	-4.7	0.0	-2.7	1.1	2.2	3.5
6	COc1ccc(-c2csc(NC(C)=O)n2)cc1OC	-2.0	4.6	0.2	-0.8	9.6	0.5	5.5	2.6	-1.9	2.1
7	COC(=O)c1cn(Cc2cccnc2)c(=O)c2ccccc12	-1.3	3.3	-2.4	-0.7	3.6	0.1	5.8	3.3	-4.2	2.9
8	O=C1C=CN2CCCC2CC1 (centres undefined)	-0.5	-1.0	-15.1	-12.2	6.8	0.0	2.9	5.7	1.5	6.1
9	COCCn1nnnc1CN(Cc1cccnc1)Cc1cc2cc(OC)ccc2[nH]c1=O	-3.4	-4.3	-30.6	-31.4	-6.0	0.8	1.6	4.0	4.4	-2.8
10	Cc1ccc(NC(=O)C(=O)NCCN2CCN(C(=O)C(c3ccccc3)c3ccccc3)CC2)cc1	-1.6	3.7	0.3	2.3	-9.1	0.1	-1.1	-2.0	-2.9	-1.0
11	CCNc1ccc(C(=O)OCC(=O)NCCN2C(=O)CSC2=O)cc1[N+](=O)[O-]	-5.0	4.5	1.6	0.7	-7.4	-0.2	2.1	-4.5	1.9	-10.1
12	Cc1ccc(NC(=O)C2CCCN(C(=O)c3ccc(Cl)cc3)C2)cc1C (centres undefined)	1.6	-1.7	-1.2	0.1	-0.5	0.4	4.9	-10.2	5.2	-0.6
13	Cc1cc(C)cc(NC(=S)NC(=O)CCN2C(=O)c3ccccc3C2=O)c1	4.3	7.1	6.7	-2.8	13.8	-0.3	-4.3	-0.6	-1.9	0.6
14	COCCCNC(=O)c1cn(C)c(=O)c2cc(OC)c(OC)cc12	-3.4	5.7	0.0	5.9	-0.1	-0.1	11.8	-0.6	1.1	0.7
15	CCc1cccc2c(C(=O)COC(=O)c3ccc(O)cc3)c[nH]c12	5.2	-7.1	-2.6	-1.0	11.8	0.6	-3.3	-48.1	4.0	2.2

Overlap with the part before: two entries, followed by the next part.
#	SMILES	Tn7 DDE FP	Tn6 DDE FP	PLCb3 inh	PLCg1 inh	ASAP1 GAP inh	proKLK7 act	ARFGAP1 inhibitor	HGIII-sPLA2 inh	NR1D1 modulator	UHRF1 MBD2 ctr
14	COCCCNC(=O)c1cn(C)c(=O)c2cc(OC)c(OC)cc12	-3.4	5.7	0.0	5.9	-0.1	-0.1	11.8	-0.6	1.1	0.7
15	CCc1cccc2c(C(=O)COC(=O)c3ccc(O)cc3)c[nH]c12	5.2	-7.1	-2.6	-1.0	11.8	0.6	-3.3	-48.1	4.0	2.2
16	C[C@@H]1CN([C@H](C)CO)C(=O)c2cc(Br)cnc2O[C@@H]1CN(C)C(=O)c1cccc(F)c1	-6.0	2.4	0.6	-1.4	-5.2	0.9	4.4	-0.5	0.9	18.2
17	COc1ccccc1CC(=O)N(Cc1ccccc1)c1ccc(C)cc1	2.9	6.2	-6.2	-0.5	8.3	0.2	13.2	-1.5	-2.2	-1.3
18	Cc1ccc(-c2csc3ncnc(Cl)c23)cc1	-4.8	5.0	1.4	2.8	10.7	-0.1	3.8	-7.5	5.4	1.0
19	COc1cc(C(=O)NCCCc2ccccc2)cc(OC)c1OC	3.0	3.2	-5.6	-1.6	1.9	-0.9	4.9	1.1	-2.8	-2.1
20	CCOC(=O)c1c[nH][nH]c1=O	-6.8	0.4	-3.0	0.7	4.5	-0.1	13.4	2.6	6.0	1.0
21	OC1CCN(Cc2cccc3ccccc23)CC1	-1.8	0.5	-8.9	0.2	3.2	0.5	-1.5	1.9	-0.5	-1.2
22	O=C(CCCc1ccccc1)Nc1cccnc1Cl	-4.7	-1.5	11.6*	2.8	14.1	-0.6	-1.7	5.4	-1.0	5.2
23	CCc1cc(=O)oc2cc(OC(=O)c3ccco3)ccc12	0.9	-5.7	i	i	-0.7	352.7*	9.6	-6.7	-1.7	-2.0
24	OCC1(CCOc2ccccc2)CCN(C2Cc3ccccc3C2)CC1	0.4	6.0	-2.8	-1.8	6.8	0.4	-2.5	-5.2	3.4	10.3
25	CCOC(=O)c1c(S(=O)(=O)NCC(=O)N2CCN(c3ccccc3OC)CC2)c(C)n(C)c1C	-3.3	3.3	2.8	-0.6	0.0	1.1	-5.1	3.1	-1.2	0.2
26	Cc1ccc(NC(=O)CCNC(=O)c2ccccc2Cl)cc1S(=O)(=O)N1CCOCC1	0.7	2.5	-2.5	3.7	-21.8	0.0	-11.6	-9.1	5.5	-0.3
27	COc1ccc(OC)c(CN2CCN(C(=O)c3ccc(NS(=O)(=O)c4cccc([N+](=O)[O-])c4)cc3)CC2)c1	-2.8	-8.1	-6.7	5.0	12.4	0.2	-4.1	-42.7	4.3	4.5
28	Cc1ccc(C)c(NC(=O)C(c2ccccc2)N2CCN(CC(=O)NC3CC3)CC2)c1 (centres undefined)	-2.6	-4.6	-3.3	1.6	1.1	0.2	-2.7	3.1	-1.2	0.3
29	CCCCCC(=O)NNC1CC(=O)N(c2cccc(OCC)c2)C1=O (centres undefined)	-0.1	10.6	-11.4	-1.8	-10.5	0.4	7.6	-2.1	-3.7	1.8
30	CCOC(=O)c1ccc(NS(C)(=O)=O)cc1	6.5	-1.8	0.6	-0.8	-8.6	0.5	-7.7	6.2	-5.5	-1.8
31	Cc1ccccc1/C=N\NC(=O)c1ccc(Cn2cccn2)o1	0.8	-6.2	-3.5	-2.3	-5.0	-0.3	3.3	1.1	-1.3	3.6
32	COCCN(C(=O)COC(=O)c1ccco1)c1c(N)n(Cc2ccccc2)c(=O)[nH]c1=O	0.8	-2.8	2.2	-5.3	-4.8	-0.2	5.3	8.4	-3.0	1.5
33	CCc1nnc(NC(=O)CSc2sc3c(O)cc(=O)[nH]c3c2C#N)s1	4.4	-2.1	-41.8	-22.0	0.2	-0.9	-4.4	-6.5	-17.6	35.3*
34	COc1ccccc1C(=O)N/C(N)=N/c1nc2ccccc2o1	1.3	2.2	-1.5	-1.2	-3.0	-0.4	3.8	-19.3	4.0	-2.3
35	Cc1ccc(CCN2CC(C(=O)O)CC2=O)cc1 (centres undefined)	4.9	8.4	1.1	-1.0	-8.6	0.2	1.7	-3.6	-0.4	-2.3
36	CCn1c(=S)sc2c(=O)n(CC(=O)Nc3ccccc3OC)c(C)nc21	3.8	-1.3	-2.7	2.1	21.3	0.5	1.2	5.5	-1.8	-1.8
37	O=C(NCc1ccc2c(c1)OCO2)C1CC(=O)N(c2ccc(F)cc2)C1 (centres undefined)	2.2	1.0	-3.1	3.5	-4.2	-0.8	-0.8	5.7	-5.8	1.9
38	CC(C)NCc1c(O)c(Br)cc2oc3c(c12)CCCC3	2.8	-1.8	3.0	0.7	-6.1	-0.6	7.9	7.6	-0.6	-0.4
39	OCCN1CCN(c2cc(-c3ccc4ccccc4c3)nc3ccnn23)CC1	5.9	-5.5	-248.8	-188.4	-24.5	-5.6	3.6	6.9	-2.1	3.3
40	COc1ccccc1N1CCN(S(=O)(=O)c2ccc3c(c2)NC(=O)C(C)C(=O)N3)CC1 (centres undefined)	0.3	-5.9	-2.7	2.2	-0.2	0.3	0.1	17.5	-7.6	2.8
41	CC(=O)Nc1ccc(NC(=O)COC(=O)c2c(-c3ccccc3)noc2C)cc1	5.3	4.3	-5.4	-0.8	-15.0	0.4	2.8	0.9	-2.9	-0.4
42	N#Cc1nc(COc2ccc(F)cc2)oc1N1CCCCC1	2.4	1.6	-3.7	1.6	-2.4	0.0	5.8	1.5	-8.5	-2.5
43	Cc1noc(C)c1COC(=O)c1ccc(N(C)C)cc1	-0.8	-8.7	-1.9	-2.6	-4.8	-0.2	-2.9	-0.3	-1.6	-0.6
44	Cc1ccccc1C(=O)O/N=C(\N)Cc1cccs1	1.8	3.9	-4.1	-1.3	-7.6	-0.1	5.5	0.7	0.1	2.7
45	O=C(CN1CCN(C(=O)c2cccs2)CC1)NC1CCCCC1	-6.0	0.9	4.8	0.2	13.1	0.4	6.7	-6.5	-0.8	0.4
46	Cc1ccc(-c2cc(C(F)(F)F)n3ncc(C(=O)O)c3n2)cc1	-2.5	1.5	-82.9	-70.6	6.5	2.1	4.2	1.7	0.4	6.0
47	CC(C)C(=O)Nc1cc(C(F)(F)F)ccc1-n1ccnc1	-7.6	3.5	3.1	7.4	7.3	-0.6	-4.2	5.4	0.0	-1.4
48	NS(=O)(=O)c1ccc(NC(=O)COC(=O)c2c3c(nc4ccccc24)/C(=C\c2ccc4c(c2)OCO4)CCC3)cc1	-8.1	-4.1	i	i	19.9	0.4	20.3	-440.7	3.0	-25.0
49	Cc1cc(C)c(NC(=O)CS(=O)CC(=O)NCCN2CCCCCC2)c(C)c1 (centres undefined)	2.2	2.6	-2.8	3.3	-7.0	0.0	9.1	-1.2	2.1	-1.7
50	CCOC(=O)COc1ccc(C2NC(C(=O)O)CS2)cc1 (centres undefined)	-4.8	-2.9	-2.3	1.8	-13.4	-0.2	-2.6	1.0	-1.8	1.7
51	O=S(=O)(N1CCCCC1)N1CCN(c2cc(Cl)ccc2Cl)CC1	-4.3	-12.0	4.6	1.6	-6.5	-0.7	7.0	-7.6	0.3	-0.2
52	O=[N+]([O-])c1ccc(O)c(CNCc2ccccc2)c1	-7.3	-0.6	5.6	4.8	7.8	-0.7	15.3	7.1	0.2	0.0
53	COC(=O)/C=C1\OCc2ccccc21	-3.9	-1.2	3.7	5.1	-12.5	0.3	-14.3	-0.7	0.7	-0.2
54	COc1cc2ccccc2cc1C(=O)N/N=C/c1ccc2c(c1)OCO2	1.3	2.0	-128.1	-77.7	6.5	-31.8	13.1	3.2	-1.4	-5.3
55	COc1ccc(C2=C/C(=C\c3ccc(OC(C)=O)cc3)C(=O)O2)cc1	-0.4	-4.8	-20.5	-9.1	-2.9	-0.4	-9.1	-6.6	-4.2	0.6
56	Cn1c(=O)c2c(nc(NCC3CCCC(CN)C3)n2Cc2ccc(Cl)cc2Cl)n(C)c1=O (centres undefined)	0.5	-7.5	-6.2	5.1	-3.8	0.4	11.8	10.7	6.1	2.2
